Screening results: PubChem BioAssay, National Center for Advancing Translational Sciences (NCATS)
PI4K2A inh = PI4K2A (human) kinase inhibition | Q9BTU6 | activity change, negative = inhibition, % at 76.9 µM | 420,000 tested, 0.13% active | purified PI4K2A, ADP-Glo luminescence, 1 h; active compounds read low; in the data active = activity change below about -50%; inconclusive = mostly about -30% to -49%;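 note: -100% = wells without enzyme as full effect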
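PI4K2A activity was measured by ADP-Glo luminescence: enzyme (4 ug/mL stock) and phosphatidylinositol (1.2 mM stock) in Tris pH 7.5/MgCl2/EGTA/Triton X-100 buffer were reacted with ATP (300 microM stock) for one hour at ambient temperature.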
BAZ2B block = BAZ2B (human) inhibition; AlphaScreen BAZ2B-H3K14Ac peptide displacement; Potency, µM (titrated, usually from 114 µM), for inactives: at the highest dose activity change, negative = inhibition, hits mostly inhibitors; 360,000 tested, 4.4% active; AID 504333; note: potency is the fitted concentration of half-maximal effect; % is set by controls: 0 for no effect and ±100 for the full control effect; nearly all actives have a fitted effect of over 60% in size
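BAZ2B (50 nM) with biotin-H3(5-23)K14Ac peptide (50 nM) in PBS pH 7.4, 0.01% Tween-20, preformed 30 min, then compound 30 min at room temperature; top concentration 110uM. AlphaScreen streptavidin donor/nickel chelate acceptor beads (10 ug/mL final), 20 min dark, signal read.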
PGK inhibitor = blocks T. brucei phosphoglycerate kinase | PGK/GAPDH coupled, Kinase-Glo luminescence, 60 min | Potency, µM (titrated, usually from 57.5 µM), without a hit: top-dose activity change, negative = inhibition, hits mostly inhibitors | 380,000 tested, 0.043% active | AID 602233; note: potency is the fitted concentration of half-maximal effect; % is set by controls: 0 for no effect and ±100 for the full control effect; nearly all actives have a fitted effect of over 60% in size
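Luminescent ATP detection (Kinase-Glo Plus) follows a 60-minute room-temperature incubation, with wells lacking PGK as controls. Buffer: 100 mM TEA (pH 7.6), 5 mM MgCl2, 0.01% Tween-20. Coupling enzyme GAPDH (100 nM final) supplies unstable 1,3-BPG in-well.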
GLS inhibitor = blocks human kidney-isoform glutaminase activity; Potency, µM (top dose mostly 45.5 µM), for inactives: top-dose activity change, negative = inhibition, most hits filed as inhibitors; 410,000 tested, 0.21% active; GLS enzymatic activity, qHTS titration; AID 624170; note: potency is the fitted concentration of half-maximal effect; % is set by controls: 0 for no effect and ±100 for the full control effect
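Read-out is an Amplex red fluorescence increase coupled through glutamate oxidase and HRP, measured before and after 30 min room-temperature incubation. hKGA is in 45 mM KH2PO4 (pH 8.2) with 0.02% Tween-20; glutamine added as 1mM solution.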
Pin1 inh = human Pin1 inhibition; Q13526; Pin1 FP peptide displacement, HiFluor488, 10 min; Potency, µM (doses to about 115 µM), for the others: top-dose activity, negative = inhibition, most hits filed as inhibitors; 390,000 tested, 0.009% active; AID 504891; active = well fitted inhibition curve with a large enough effect in the polarisation, with a control signal flat, not every such curve was filed as active; inconclusive = small, poorly fitted or top-dose-only effect, or effect the other way, or a change in a side signal; inactive = no such curve, though single readings can be large or run the other way; the % refers to the polarisation; note: potency is the fitted concentration of half-maximal effect; % is set by controls: 0 for no effect and ±100 for the full control effect
JMJD2A Tudor = inhibitors of human JMJD2A Tudor domain; O75164; AlphaScreen JMJD2A-Tudor / H3K4me3 peptide binding; Potency, µM (titrated, usually from 114 µM), inactives show top-dose activity change, negative = inhibition, hits mostly inhibitors; 390,000 tested, 4.4% active; note: potency is the fitted concentration of half-maximal effect; % is set by controls: 0 for no effect and ±100 for the full control effect; nearly all actives have a fitted effect of over 50% in size
Target sequence (O75164 whole entry, looked up, the tested form may be a part): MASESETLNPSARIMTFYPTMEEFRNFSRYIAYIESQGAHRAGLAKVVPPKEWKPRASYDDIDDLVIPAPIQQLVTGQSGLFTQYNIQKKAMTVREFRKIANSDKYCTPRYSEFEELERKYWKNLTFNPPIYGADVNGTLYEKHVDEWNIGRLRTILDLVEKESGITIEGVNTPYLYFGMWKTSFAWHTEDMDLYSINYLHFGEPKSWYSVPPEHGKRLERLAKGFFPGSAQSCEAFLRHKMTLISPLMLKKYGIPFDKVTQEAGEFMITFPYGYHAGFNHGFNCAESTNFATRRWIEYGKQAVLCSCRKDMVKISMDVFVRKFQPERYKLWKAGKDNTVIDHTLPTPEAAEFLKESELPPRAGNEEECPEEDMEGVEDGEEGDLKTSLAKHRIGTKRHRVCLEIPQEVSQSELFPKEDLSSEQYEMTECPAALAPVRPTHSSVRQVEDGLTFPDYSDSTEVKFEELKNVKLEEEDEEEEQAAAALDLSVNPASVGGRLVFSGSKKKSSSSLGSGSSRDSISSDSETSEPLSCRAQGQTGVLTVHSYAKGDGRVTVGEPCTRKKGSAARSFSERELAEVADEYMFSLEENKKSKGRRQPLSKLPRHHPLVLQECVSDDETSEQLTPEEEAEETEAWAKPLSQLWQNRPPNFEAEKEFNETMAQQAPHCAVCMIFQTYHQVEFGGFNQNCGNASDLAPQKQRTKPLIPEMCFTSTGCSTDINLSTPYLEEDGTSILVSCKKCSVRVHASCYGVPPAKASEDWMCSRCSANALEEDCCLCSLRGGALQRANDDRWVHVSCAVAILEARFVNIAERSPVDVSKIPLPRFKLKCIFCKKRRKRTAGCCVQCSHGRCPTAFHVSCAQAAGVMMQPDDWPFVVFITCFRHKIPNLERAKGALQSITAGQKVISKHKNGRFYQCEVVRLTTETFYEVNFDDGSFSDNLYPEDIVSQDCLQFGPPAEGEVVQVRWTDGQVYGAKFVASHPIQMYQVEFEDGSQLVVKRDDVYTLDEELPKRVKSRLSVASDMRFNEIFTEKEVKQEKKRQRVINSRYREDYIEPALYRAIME
G9a inh = blocks human histone lysine methyltransferase G9a; Q96KQ7; G9a H3K9 monomethylation, AlphaScreen, 2 h; Potency, µM (doses to about 102 µM), for inactives: at the top dose activity, negative = inhibition, most hits filed as inhibitors; 350,000 tested, 8.8% active; AID 504332; note: potency is the fitted concentration of half-maximal effect; % is set by controls: 0 for no effect and ±100 for the full control effect; nearly all actives have a fitted effect of over 75% in size
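Signal arises when biotinylated H3K9 peptide, once monomethylated, bridges streptavidin donor and antibody-captured acceptor beads. Enzyme at 20 nM was preincubated 15 min with test compounds; peptide 500 nM and SAM 20 uM then reacted for 2 h.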
ERG-DNA inh = ERG Ets/DNA interaction inhibition; P11308; fluorescence polarization, His-ERG Ets domain / labelled DNA; Potency, µM (doses to about 76.9 µM), inactives show at the highest dose FP activity, negative = inhibition, usual class: inhibitors; 370,000 tested, 0.028% active; active = well fitted inhibition curve with a large enough effect in the polarisation, with a control signal flat; inconclusive = small, poorly fitted or top-dose-only effect, or effect the other way, or a change in a side signal; inactive = no such curve, though single readings can be large or run the other way; the % refers to the polarisation;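 note: polarization taken with two DNA probes labelled with fluorescein and Texas red; potency is the fitted concentration of half-maximal effect; % of control where 0% means no effect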
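His-tagged ERG Ets domain (1 uM in the protein solution; 300mM KCl, 50mM Tris-HCl, 1mM EDTA, 1mM DTT, pH 7.5) received compound, then a probe mix of 5 nM fluorescein-DNA and 100nM Texas-615-DNA. Fluorescence polarization was read for both dyes.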
HP1b binding inh = blocks HP1-beta chromodomain binding to methylated histone tails; P83916; AlphaScreen HP1-beta / biotin-H3K9me3 peptide binding; Potency, µM (series often up to 114 µM), for the others: top-dose activity change, negative = inhibition, actives largely listed as inhibitors; 390,000 tested, 0.56% active; AID 540317; note: potency is the fitted concentration of half-maximal effect; nearly all actives have a fitted effect of over 70% in size; inactives centre near 23
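Compound inhibition of the preformed complex between 50 nM HP1-beta and 50 nM biotinylated H3K9me3 peptide was read by AlphaScreen. Buffer was PBS pH 7.4 with 0.01% Tween-20. Incubations ran 30 min at room temperature, with 10 ug/mL donor/acceptor beads.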
Numbers without * were called inactive; i = inactive; ? = inconclusive; . = not tested or not shown; [ ] = remark or other dose. Unless noted, calls come from the whole dose curve; as a rule, active = well fitted curve in the direction sought with a large enough effect; inconclusive = small, poorly fitted or top-dose-only effect, or another doubt; inactive = no such curve, though single readings can be large; an effect the other way counts as inactive or inconclusive.

SMILES | PI4K2A inh | BAZ2B block | PGK inhibitor | GLS inhibitor | Pin1 inh | JMJD2A Tudor | G9a inh | ERG-DNA inh | HP1b binding inh
COc1ccc(NC(=O)CSc2nnc(-c3cccnc3)n2C)cc1 | 0 | -1% | -6% | 5% | 0% | -18%[11.4 µM] | -1% | -10% | 60%[activator]
CC1(C)CC(=O)C(C=NCCN2CCN(C(=O)c3ccccc3)CC2)=C(O)C1 | -1 | 0% | -6% | 4% | -3% | -12% | 34% | 3% | 20%
Cc1cc(C(=O)N/N=C/c2c[nH]c3ccccc23)c(C)o1 | -7 | -11% | 3% | 1% | 7% | -20% | 9%[59 µM] | -9% | 5%
CSc1ncc(Cl)c(C(=O)Nc2cc(C(F)(F)F)ccc2Cl)n1 | 6 | -2% | -5% | 0% | -1% | -22% | -6%[59 µM] | 3% | 5%
CCCCN1C(=O)C(O)(CC(=O)c2c(C)n[nH]c2C)c2cc(Br)ccc21 (centres undefined) | -1 | -15% | -4% | -12% | -4% | -20% | . | -2% | 6%
Cn1cncc1COC(=O)c1ccc(Cl)cc1 | 0 | -16% | 0% | 1% | -6% | -19% | 9%[2.33 µM] | 3% | 14%
CN(CCOCCOc1ccc(Cl)cc1Br)Cc1ccccc1 | -7 | 2% | 3% | -8% | 0% | 1% | 37% | -3% | 34%[activator]
COc1cc(C#N)ccc1OCC(=O)NCc1cccs1 | -1 | -11% | -2% | 0% | -1% | -8% | -2% | -4% | 20%
CCCc1nnc(NC(=O)CCC(=O)NC2CCCC2)s1 | -2 | -7% | -8% | -2% | -1% | -6% | . | 1% | 44%[activator]
C=CCSc1nnnn1-c1ccc(OC)cc1 | 3 | 4% | 11% | -8% | -3% | 7% | 1%[59 µM] | -8% | 35%
CC(C)(C)NC(=O)C1N(c2cccnc2)C(=O)C2C(C(=O)Nc3ccccc3)C3(C)C=CC21O3 (centres undefined) | 12 | -7% | -5% | 8% | 8% | -11% | -30%[12.7 µM] | 12% | 29%
COC(=O)c1c(SC)nc2ccccc2c1OCc1ccc(Br)cc1 | -13 | 138%[activator] | -11% | -5% | 1% | 122%[activator] | 167%[activator][59 µM] | 1% | 169%[activator]
O=C(/C=C/c1ccc(Br)o1)OCc1nc2ccsc2c(=O)[nH]1 | ? | 40µM* | ? | ? | ? | 40µM* | 18%[0.501 µM] | . | -66%
Cn1nc(C(F)(F)F)cc1-c1ccc(/C=C(\C#N)C(=O)c2ccccc2)s1 | 0 | 0% | i | -2% | ? | -8% | . | -26% | 53%[activator]
C=CCN1CCN(C(CCC)c2nnnn2Cc2ccco2)CC1 (centres undefined) | -3 | -16% | 0% | -2% | -16% | -13% | -10%[59 µM] | 4% | 5%
COc1ccc(Cc2nnc(NCCO)[nH]c2=O)cc1 | 2 | 2% | -5% | -14% | -3% | 9% | -5%[59 µM] | 15% | 32%
CC(=O)N1CCc2cc(Br)cc(S(=O)(=O)N3CCN(c4ccccn4)CC3)c21 | -14 | 7% | -3% | -12% | 1% | 79µM* | -7% | -4% | ?
O=c1cc(O)nc(-c2ccccc2)s1 | 4 | -14% | -6% | 4% | 0% | -9%[57.1 µM] | 45µM* | 7% | -23%
COc1ccccc1N1CCN(C(=O)c2ccc(N3CCCC3=O)cc2)CC1 | -14 | 10% | 0% | 18% | 0% | -9% | -4%[59 µM] | 9% | 52%[activator]
CCCCNC(=O)CNC(=S)N(Cc1ccccc1F)C1CCCCC1 | -4 | -3% | -4% | 7% | -1% | -16% | 5% | 2% | -11%
O=C(Cn1c(SCc2ccccc2F)nc2ccncc21)Nc1ccccc1C(F)(F)F | 1 | 4% | i | -8% | 3% | -16% | -9%[59 µM] | 1% | 27%
c1ccc(OCCCc2nc(-c3cccnc3)no2)cc1 | 9 | 20% | -2% | -6% | -3% | 30% | -8%[12.7 µM] | -8% | 32%[activator]
O=C(O)CN1CCN(C(c2ccccc2)c2ccccc2)CC1 | -11 | 5% | i | -12% | -2% | -9% | . | 16% | 17%
CC1CCCN(CC(=O)Nc2ccc(S(=O)(=O)N3CCCC3)cc2)C1 (centres undefined) | 0 | 4% | -1% | -6% | -2% | -7% | -6% | -1% | 27%
COc1ccc2oc(=O)c(-c3cn4ccc(C)cc4n3)cc2c1 | 8 | ? | -4% | 0% | 1% | -14% | ? | -8% | 7%
c1ccc(Oc2nc3ccccc3n3cccc23)cc1 | -5 | 25% | 0% | -1% | ? | 9% | 32%[0.501 µM] | 4% | 32%
Cn1c(=O)c2ncn(CC(=O)N/N=C/c3ccco3)c2n(C)c1=O | 4 | -15% | i | -4% | 2% | -5% | -1% | -5% | 25%
Cc1ccc(NC(=O)c2cc(S(=O)(=O)N3CCC4(CC3)OCCO4)ccc2F)cc1 | 2 | 13% | i | -4% | -5% | -19% | -6%[59 µM] | 0% | 24%
CC(=O)n1nc(-c2ccncc2)nc1SCC(=O)Nc1cccc(Cl)c1 | 3 | 0% | -6% | -9% | 2% | 8% | -12% | 9% | 58%[activator]
COc1ccc(NC(=O)c2cc3ccccc3cc2OC)cc1 | 4 | 6% | i | -25% | ? | ? | 28% | 7% | ?
Cc1ccc(OCCCCn2ccnc2C)c(C)c1 | 1 | 22µM* | -9% | 52%[activator] | -3% | 1µM* | 2µM* | 6% | ?
O=C(NC1CCS(=O)(=O)C1)/C(=C/c1ccc(Cl)cc1)NC(=O)c1ccccc1 (centres undefined) | 1 | 6% | 2% | 6% | 3% | -8% | 24%[59 µM] | -10% | 21%
CC(=O)c1cccc(N/C=C\c2nnnn2-c2ccc(F)cc2)c1 | -5 | 5% | i | 3% | 8% | -13% | 27%[59 µM] | 4% | 24%
COc1ccc(-c2noc(-c3cc(C(C)C)[nH]n3)n2)cc1 | -5 | 0% | i | 9% | -10% | -19% | 3%[59 µM] | -1% | 10%
CN(C)CCC(=O)N1c2ccccc2Sc2ccc(Cl)cc21 | 3 | -18% | -4% | 5% | 5% | -18% | . | 1% | -10%
O=C(N/N=C/c1ccccc1Br)c1ccc(CSc2cccc3cccnc23)cc1 | 0 | -6% | 0% | . | 20% | 1% | -34%[59 µM] | -3% | 47%[activator]

The final two records of the section before lead into the next.
SMILES | PI4K2A inh | BAZ2B block | PGK inhibitor | GLS inhibitor | Pin1 inh | JMJD2A Tudor | G9a inh | ERG-DNA inh | HP1b binding inh
CN(C)CCC(=O)N1c2ccccc2Sc2ccc(Cl)cc21 | 3 | -18% | -4% | 5% | 5% | -18% | . | 1% | -10%
O=C(N/N=C/c1ccccc1Br)c1ccc(CSc2cccc3cccnc23)cc1 | 0 | -6% | 0% | . | 20% | 1% | -34%[59 µM] | -3% | 47%[activator]
O=C(Nc1ccc([N+](=O)[O-])cc1)Nc1nc(-c2ccc(Cl)s2)cs1 | 4 | 21% | i | 1% | -4% | -30% | 16µM* | 5% | 1%
Cc1ccc(NC(=O)CCn2ccc([N+](=O)[O-])n2)nc1 | 2 | -7% | -5% | -3% | 4% | -26% | ? | 0% | 27%
Cc1cccc(C(=O)N2CCCC(CCC(=O)N3CCN(c4ccccn4)CC3)C2)c1 (centres undefined) | -3 | -11% | -3% | -2% | 0% | -1% | 21% | -8% | 33%
COc1cccc(-n2c(SCC(=O)O)nnc2-c2cccnc2)c1 | -1 | 1% | -6% | 8% | -18% | -18% | 56µM* | . | 31%
Cc1cc(C)cc(OCC(O)CN2CCN(Cc3ccc4c(c3)OCO4)CC2)c1 (centres undefined) | -4 | -16% | -1% | -4% | 4% | -23% | ? | 5% | 22%
[N-]=[N+]=CC(=O)CCCN1C(=O)c2ccccc2C1=O | -2 | 12% | 7% | -6% | -3% | -5%[57.1 µM] | 6%[59 µM] | -4% | 18%
CN(C(=O)Cn1c(=O)n(CCCS(=O)(=O)C2CCCCC2)c(=O)c2ccccc21)c1ccccc1 | -4 | 5% | 6% | 2% | 0% | 2% | 5%[59 µM] | 4% | 22%
COc1ccc2nc(N3C(=O)CNC3=S)sc2c1 | -2 | -7% | -11% | 4% | -2% | 5% | 7% | -2% | 40%[activator]
c1csc(C2=NNC(=NC3CCCCC3)SC2)c1 | 3 | -4% | i | 8% | 14% | -7% | 18% | -3% | 15%
NC1=NC(c2cccc(Cl)c2)N(CCc2ccc(F)cc2)C(N)=N1 (centres undefined) | -14 | -21% | 1% | -10% | -8% | -9% | -4% | -12% | 4%
Cc1cc(C(=O)COC(=O)CNS(=O)(=O)c2ccc3ccccc3c2)c(C)n1-c1ccccc1 | -4 | ? | -7% | 10% | 24% | -23% | ? | -3% | 11%
CC(=O)Nc1cccc(N2CCCC2=O)c1 | 3 | 3% | -2% | -1% | 1% | -6% | -5%[59 µM] | 1% | 0%
COc1cc(/C=C2/C(=O)NN(c3cccc(Cl)c3)C2=O)cc(OC)c1O | -23 | 28µM* | -17% | 35%[activator] | ? | 50µM* | 14µM* | 21% | ?
CC(C)Oc1ccc(C2CCC(=O)NC2=O)cc1 (centres undefined) | -2 | 3% | -11% | 0% | -7% | -22%[57.1 µM] | 25%[59 µM] | -1% | -12%
CCn1c(SCC(=O)NCC(=O)Nc2ccc(F)cc2)nnc1-c1cccs1 | 1 | 2% | 1% | 9% | 3% | 1% | 10%[59 µM] | . | 10%
Cc1cc(C)c(NS(=O)(=O)c2ccc(NC(=O)CCC(=O)O)cc2)c(C)c1 | -6 | -9% | -5% | 1% | 1% | -3%[11.4 µM] | -7% | 7% | 44%[activator]
